DENV2 CPE rescue: DENV2-induced cell death inhibition; DENV2-infected cells, cytopathic effect rescue, plate reader; CPE inhibition, % at 9.99 µM; 350,000 compounds, 1.7% hits; AID 651640; in the data active means CPE inhibition above about 20%, passing the limit was not always enough; inconclusive means no clear call, values can overlap the other calls; tested in BHK-21 cells;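 further: 0% = median of neutral control wells and 100% = median of positive control wells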
C2C12 statin: suppression of simvastatin myotoxicity; C2C12 myotubes + simvastatin, ATP luminescence, 48 h; scaled: DMSO 0, geranylgeraniol control 100; rescue of ATP level, % at 7.49 µM; 330,000 compounds, 0.78% hits; AID 602340;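 active means mean ATP rescue above about 67%, or every replicate alone reaching that limit, limit read from the data, passing the limit was not always enough; inconclusive means no clear call, values can overlap the other calls; inactive means mean under the limit and some replicate under it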;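 further: myotubes were challenged with 10 µM simvastatin during compound exposure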
SIRT5 block: blocks human SIRT5 desuccinylation of peptide; Q9NXA8; Purified SirT5, succinyl-peptide AMC, trypsin-coupled fluorescence; inhibition, % at 15 µM; 330,000 compounds, 1.1% hits; AID 652115; in the data active means inhibition above about 15%; inconclusive means no clear call, values can overlap the other calls
PglD DTNB: PglD (C. jejuni) enzyme inhibition | AID 602405 | inhibition, % at 12.5 µM | purified PglD enzyme, DTNB colorimetric CoA detection | 360,000 compounds, 0.098% hits; in the data active means inhibition above about 16%, passing the limit was not always enough; inconclusive means no clear call, values can overlap the other calls; further: strong numbers were not always called active
S100A4 MyoIIA: S100A4-myosin IIA interaction inhibition; P26447; S100A4/TAMRA-MyoIIA peptide fluorescence polarization; inhibition, % at 10.7 µM; 360,000 compounds, 0.14% hits;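 active means mean inhibition of at least 70% across replicates, with every replicate also reaching that level; inconclusive means mean inhibition reaches 70% but some replicates fall short; inactive means mean inhibition below 70%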
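incubation = readout 5 min after mixing, signal stable up to 60 min | system = S100A4 monomer protein | buffer or medium = HEPES pH 7.2 with CaCl2, KCl, NaCl, DTT, Triton | benchmarks = neutral control DMSO, positive control TFP | also added = fluorescent myosin IIA peptide, 5 nM | compound dosing = one concentration per compound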
ERp5 block: inhibitors of human ERp5; Q15084; ERp5 insulin aggregation, absorbance 650 nm, 90 min; inhibition, % at 9.99 µM; 350,000 compounds, 0.05% hits; AID 651711;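 active means mean replicate inhibition above about 25%, with every replicate also reaching it, limit read from the data, passing the limit was not always enough; inconclusive means only one of those two criteria met; inactive means neither criterion met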
Target sequence (Q15084 whole entry, looked up): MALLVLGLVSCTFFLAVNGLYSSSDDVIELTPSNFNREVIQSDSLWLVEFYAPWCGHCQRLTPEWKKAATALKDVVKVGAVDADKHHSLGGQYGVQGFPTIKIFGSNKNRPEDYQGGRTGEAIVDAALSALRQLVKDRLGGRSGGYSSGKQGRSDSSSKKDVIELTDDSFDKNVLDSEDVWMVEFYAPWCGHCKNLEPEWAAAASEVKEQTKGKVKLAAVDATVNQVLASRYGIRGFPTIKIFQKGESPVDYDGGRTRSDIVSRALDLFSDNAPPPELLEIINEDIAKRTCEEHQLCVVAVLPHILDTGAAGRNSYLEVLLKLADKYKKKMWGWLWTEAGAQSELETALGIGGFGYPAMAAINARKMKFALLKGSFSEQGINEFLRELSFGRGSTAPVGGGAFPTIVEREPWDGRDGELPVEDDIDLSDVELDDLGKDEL
E-selectin induc: E-selectin induction on HUVECs. P16581. HUVEC E-selectin immunofluorescence imaging; normalized: neutral wells 0, TNF-alpha wells 100. activation, % at 7.58 µM. 260,000 compounds, 0.37% hits. AID 686992;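 active means mean E-selectin-positive cell signal at least 10% of the positive control, reached in at least 60% of replicates, without over 20% cell loss; inconclusive means no rule given, readout overlaps actives, possibly toxicity-flagged; inactive means the rest, including those meeting only one limit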;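 further: in these data hits start at about 27%; measured in HUVEC primary endothelial cells; signal is the percent of cells scored E-selectin positive by PE staining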
Target sequence (P16581 whole entry, looked up): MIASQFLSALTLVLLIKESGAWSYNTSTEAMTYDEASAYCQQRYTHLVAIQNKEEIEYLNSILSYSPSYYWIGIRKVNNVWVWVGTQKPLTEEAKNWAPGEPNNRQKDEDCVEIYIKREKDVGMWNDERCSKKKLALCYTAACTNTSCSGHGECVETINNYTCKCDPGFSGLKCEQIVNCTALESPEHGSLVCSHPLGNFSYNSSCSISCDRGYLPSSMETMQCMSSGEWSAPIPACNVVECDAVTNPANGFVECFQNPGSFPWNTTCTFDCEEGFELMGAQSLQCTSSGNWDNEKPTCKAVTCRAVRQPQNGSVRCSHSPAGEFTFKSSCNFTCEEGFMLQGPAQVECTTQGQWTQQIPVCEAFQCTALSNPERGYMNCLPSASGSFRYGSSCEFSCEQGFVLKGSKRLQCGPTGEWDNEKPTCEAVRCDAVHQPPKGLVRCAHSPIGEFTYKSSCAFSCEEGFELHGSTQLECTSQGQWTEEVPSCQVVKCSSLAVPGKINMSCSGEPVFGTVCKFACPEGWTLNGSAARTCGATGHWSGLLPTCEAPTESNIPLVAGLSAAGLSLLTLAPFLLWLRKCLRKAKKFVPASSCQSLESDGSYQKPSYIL
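Material: HUVEC primary endothelial cells; Amount: 3,000 cells per well; Dosing: single concentration; Medium: EGM-2 growth medium on 0.1% gelatin-coated wells; Read-out basis: percent E-selectin-positive cells; Signal: immunofluorescence imaging; Control set: TNF-alpha, DMSO.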
The depositor's hits bear a star; ? = inconclusive; nt = no result given.

SMILES	DENV2 CPE rescue	C2C12 statin	SIRT5 block	PglD DTNB	S100A4 MyoIIA	ERp5 block	E-selectin induc
COc1ccc(C(=O)NC2CCCc3c2cnn3-c2ccc(C)c(C)c2)c(OC)c1OC (stereo not given)	-3	-4	4	4	-8	1	0.0
CC(C)(C)c1cc(NC(=O)COC(=O)c2ccc(O)cc2O)n(-c2ccccc2)n1	-4	-7	-7	0	-1	-6	nt
CC(C)C[C@@H](COCc1cccc(C(F)(F)F)c1)N1CCN(C(=O)c2ccc(C(F)(F)F)cc2)CCC1=O	15	nt	3	nt	2	-5	2.8
Cc1ccc(NC(=O)C2CCCN2C(=O)NC2CCCCC2)cc1 (stereo not given)	9	5	-4	-3	-6	2	0.5
CCN(CC(=O)NCc1cccs1)C(=O)c1cccc(S(=O)(=O)N(C)C)c1	-3	10	-2	5	-2	8	-0.1
CCOCCCNC(=O)c1ccc2c(=O)n(CCCOCC)c(=S)[nH]c2c1	3	-11	0	2	-6	-4	0.1
O=C(NCc1cccnc1)c1cccc(NC(=O)c2ccco2)c1	nt	nt	-2	-2	2	-3	nt
O=C(NCCCNC(=O)c1c(F)cccc1F)c1c(F)cccc1F	5	5	-2	1	1	2	-0.1
CC(C)CC#Cc1cnc2c(c1)C(=O)N([C@@H](C)CO)C[C@@H](C)[C@@H](CN(C)Cc1cncnc1)O2	-1	8	0	-1	4	-1	-0.1
COC(=O)c1n[nH]n(-c2cc(Cl)cc(Cl)c2)c1=O	11	-7	-3	-1	2	7	10.0
CC(C)NC(=O)N(C)C[C@H]1Oc2c(NC(=O)Cc3ccccc3)cccc2C(=O)N([C@H](C)CO)C[C@@H]1C	2	15	5	-3	-2	2	-0.1
Cc1cccc(N(Cc2cc(=O)[nH]c3ccccc23)C(=O)C(C)C)c1	4	-43	0	4	-5	3	-0.1
COc1ccc(S(=O)(=O)Nc2cc(SCC(=O)O)c(O)c3ccccc23)cc1	-3	?	0	5	-1	1	-0.1
CCOC(=O)c1nc(SC)n(C)c1C(=O)OCC	-4	-5	-2	2	-1	-2	-0.2
Cc1nnc2ccc(-c3ccc(NS(=O)(=O)c4ccc(Cl)s4)cc3)nn12	-4	10	0	0	3	1	nt
COc1ccc(N2C(=O)CCC2=O)c(OC)c1	-1	nt	2	nt	4	2	-1.3
CSCC[C@H](NC(=O)C1CCN(S(=O)(=O)c2ccccc2)CC1)C(=O)NC1CC1	9	26	-3	-1	0	11	nt
Cc1cccc(S(=O)(=O)N[C@H]2CC[C@H](CCNS(=O)(=O)c3ccccc3F)O[C@@H]2CO)c1	3	24	10	0	2	-3	-0.7
O=C(NC[C@H]1[C@@H](c2ccccc2)[C@H](CO)N1C(=O)Cc1cccnc1)C1CCC1	14	10	nt	0	nt	nt	1.1
COCC#Cc1ccc([C@H]2[C@@H](CO)N3C(=O)CN(C(=O)C4CCCC4)C[C@@H]23)cc1	8	nt	1	nt	14	14	0.6
Cc1ccccc1OCC(=O)NCCNC(=O)c1ccccn1	4	2	30*	0	0	0	0.8
CCOCCCNC(=O)CN1CCN(c2ccc(F)cc2)CC1	-2	35	-1	4	0	-10	nt
Cc1nc(NCCC(C)C)c2nnn(Cc3ccccc3)c2n1	3	-12	-3	-3	-3	-1	nt
CCCCNC(=O)/C(=C/c1ccccc1)NC(C)=O	-3	6	-5	nt	3	3	nt
Cc1ccc(OCCCC(=O)Nc2cc(S(=O)(=O)N3CCOCC3)ccc2N2CCOCC2)cc1	3	3	0	-2	-2	-3	nt
(more compounds)
SMILES	DENV2 CPE rescue	C2C12 statin	SIRT5 block	PglD DTNB	S100A4 MyoIIA	ERp5 block	E-selectin induc
O=C(Nc1cnn(Cc2ccc(F)cc2)c1)c1noc2c1CCCC2	-3	nt	-4	nt	-2	3	3.7
Cc1cnc(NC(=O)Cc2ccccc2F)s1	1	0	-8	nt	2	-5	nt
CSc1cccc(-c2nnc(NC(=O)c3cccc(N4C(=O)CCC4=O)c3)o2)c1	0	8	-5	0	-3	0	10.0
CN(CCCNC(=O)Cn1cccc1C(=O)c1ccccc1)C1CCCCC1	nt	nt	0	nt	2	3	-0.2
CC(=O)N1CCc2cc(S(=O)(=O)NCCCN3CCC(C)CC3)ccc21	4	-4	-3	-4	0	2	nt
O=C(NC1CCCC1)[C@@H]1[C@@H](CO)[C@@H]2Cn3c(ccc(-c4ccccc4F)c3=O)[C@H]1N2C(=O)CC1CC1	13	13	-18	-4	9	2	0.2
CO[C@@H](CN(C)Cc1nccs1)[C@H](C)CN([C@H](C)CO)S(=O)(=O)c1ccc(C)cc1	6	4	14	0	1	1	-0.1
CCC(=O)N[C@@H]1CC[C@@H](CCn2cc(C3CC3)nn2)O[C@@H]1CO	-4	-8	1	4	4	6	0.5
O=C(Nc1c(F)cccc1F)c1ccc2c(c1)CCN2S(=O)(=O)c1ccccc1	3	-24	-1	5	4	2	nt
CCc1ccccc1NC(=O)c1ccc(-c2csc(C)n2)cc1	-7	2	4	3	-2	-2	0.6
Cc1ccc(C(=O)NCC(=O)N/N=C/c2cccs2)cc1[N+](=O)[O-]	1	nt	-5	nt	1	0	nt
COc1ccc(-n2c(SCC(=O)Nc3cc(C)on3)nc3ccccc3c2=O)cc1Cl	nt	14	-3	-5	3	-7	-1.9
COc1ccc(OC)c2cc3ccccc3cc12	-3	7	nt	-2	17	3	0.0
Cc1ccc2oc(=O)c3cnn(CC(=O)NCCC(C)C)c3c2c1	20	3	-4	5	-9	-1	-0.4
O=C(O)CC1c2ccccc2CCN1S(=O)(=O)c1ccc(F)cc1 (stereo not given)	6	-6	nt	-7	0	-2	0.2
O=C(O)C1CCN(c2ccc([N+](=O)[O-])cc2[N+](=O)[O-])CC1	1	-2	nt	-4	-3	-1	7.5
Cc1nc(N)[nH]c(=O)c1CCCNc1ccc(CCCCC2(CCl)OCCO2)cc1	-1	3	-1	-1	1	2	-0.2
COc1ccc(OCc2cc(C(=O)N3CCCC3)no2)c2ccccc12	-8	nt	2	-7	-2	5	1.4
Cc1ccccc1NNC(=O)C(=O)NNc1ccccc1C	2	nt	1	nt	-7	4	nt
COCC#Cc1ccc2c(c1)O[C@H](CN(C)C(C)=O)[C@@H](C)CN([C@H](C)CO)S2(=O)=O	?	nt	-2	1	-3	3	0.0
O=C(Nc1nnc(-c2ccc(Cl)s2)o1)C1CC1	-1	-4	-4	nt	18	0	-0.1
O=C(C[C@@H]1C[C@@H]2c3cc(NC(=O)C4CCC4)ccc3O[C@@H]2[C@@H](CO)O1)NC1CCCC1	?	-7	-3	3	5	3	-0.3
Cc1ccc(N=C2NC(=O)/C(=C\c3ccsc3)S2)c(C)c1	96*	nt	5	7	-3	1	nt
CCC(C)(C)NC(=O)CN(C(=O)CCC(=O)Nc1ccccn1)c1ccc2c(c1)OCO2	1	5	-1	2	-1	3	nt
CCN(CC)S(=O)(=O)c1cc(C(=O)Nc2cc(C)on2)ccc1Cl	-2	-19	-2	-2	-3	6	-0.1

Part of the list above, reformatted.
compound: CCN(CC(=O)NCc1cccs1)C(=O)c1cccc(S(=O)(=O)N(C)C)c1
  DENV2 CPE rescue = -3; C2C12 statin = 10; SIRT5 block = -2; PglD DTNB = 5; S100A4 MyoIIA = -2; ERp5 block = 8; E-selectin induc = -0.1
compound: CCOCCCNC(=O)c1ccc2c(=O)n(CCCOCC)c(=S)[nH]c2c1
  DENV2 CPE rescue = 3; C2C12 statin = -11; SIRT5 block = 0; PglD DTNB = 2; S100A4 MyoIIA = -6; ERp5 block = -4; E-selectin induc = 0.1

The list continues.
SMILES	DENV2 CPE rescue	C2C12 statin	SIRT5 block	PglD DTNB	S100A4 MyoIIA	ERp5 block	E-selectin induc
Cc1nnsc1C(=O)N1CCC(CO)(Cc2ccccc2Cl)CC1	0	4	0	-3	0	0	2.1
Cc1ccc(-c2nn(-c3ccccc3)cc2/C=C2\SC(=S)N(CC(=O)O)C2=O)cc1	-6	1	6	-2	-9	2	1.4
CCCCn1c(N)c(N(CCOC)C(=O)COC(=O)/C=C/c2ccc(Br)cc2)c(=O)[nH]c1=O	10	6	0	-1	5	-5	0.0
CC(C)(C)c1cc(CCC(=O)NN)cc(C(C)(C)C)c1O	0	nt	2	nt	0	-5	4.0
O=C(C1CCCCC1)N1CC[C@@H]2[C@H]1c1cc(Br)ccc1N[C@@H]2CO	-1	10	5	4	-13	3	0.7
Cc1cccc(NC(=O)c2nc[nH]c2C(=O)NCCCCCNC(=O)OC(C)(C)C)c1	6	1	1	-4	7	-1	-0.3
N#Cc1ccc(-c2ccc([C@@H]3[C@@H](CO)N4C(=O)CN(C(=O)C5CCC5)C[C@@H]34)cc2)cc1	6	nt	7	nt	0	-2	0.2
CC1(C)c2[nH]c3ccccc3c2C[C@@H]2C(=O)N(Cc3ccccc3Cl)C(=O)N21	1	5	nt	0	1	3	0.5
CCCNC(=O)Nc1ccc2c(c1)C(=O)N(C)C[C@H](OC)[C@H](C)CN(Cc1ccncc1)[C@H](C)CO2	nt	8	nt	5	nt	nt	1.1
Fc1ccc(Nc2cncc(-c3ccsc3)c2)cc1Cl	-17	-3	-1	-2	5	5	0.5
CCOC(=O)c1ccc(NC(=O)CSc2nc(=O)n(CCN3CCOCC3)c3c2CCC3)cc1	-2	-8	-2	-1	-13	-2	nt
NNC(=O)c1sc2nc(N3CCOCC3)c3c(c2c1N)CCCC3	-3	nt	-4	6	-26	6	2.1
COCC(=O)Nc1cc(OC)ccc1OC	nt	7	nt	1	nt	nt	-3.0
C[C@@H]1CCCCO[C@@H](CN(C)C(=O)Nc2ccc3c(c2)OCO3)[C@H](C)CN([C@H](C)CO)C(=O)c2cc(NC(=O)C3CCCCC3)ccc2O1	18	nt	6	0	5	4	0.5
CCc1ccc(OCC2NCCc3cc(OC)c(OC)cc32)cc1 (stereo not given)	-2	-9	0	-1	-41	-2	nt
O=C(NC(=S)NNC(=O)c1ccco1)c1ccc(Br)cc1	7	12	-3	-1	2	-8	nt
CCc1ccc(S(=O)(=O)Nc2c(C)nc3nc[nH]n3c2=O)cc1	-4	-2	-8	-1	-23	0	nt
C[C@@H]1CN([C@@H](C)CO)C(=O)c2cc(C#CC3CCCCC3)cnc2O[C@@H]1CN(C)S(C)(=O)=O	-1	38	2	0	6	2	-0.2
Cc1cc(C)c[n+](C[n+]2cc(C)cc(C)c2)c1	-5	nt	-5	nt	1	1	nt
Cc1cccc(N(Cc2ccc(Cl)cc2)S(C)(=O)=O)c1	-1	3	-2	-3	0	5	-0.4
Cc1cc2c(cc1C)C(c1cc(Br)ccc1F)CC(=O)N2 (stereo not given)	-2	nt	-1	nt	2	-2	0.7
CCOC(=O)N1CCN(C(=O)c2cc(OC)c(OC)c(OC)c2)CC1	-4	-5	11	8	5	2	nt
CCOC(=O)c1c(-c2ncc(C(F)(F)F)cc2Cl)noc1C	8	-12	-2	nt	-15	-3	nt
O=C(Nc1ccc2c(c1)[C@H]1C[C@H](CC(=O)N3CCc4ccccc4C3)O[C@@H](CO)[C@H]1O2)C1CCC1	4	-4	2	3	-3	-8	-0.5
CCN(CC)C(=O)C1=C(C)N(Cc2ccc(OC)cc2)C(=O)C(CC(=O)NC2CC2)C1 (stereo not given)	-4	1	-3	-2	-3	1	0.5
NC(c1ccccc1)c1csc(NC(=O)Nc2cccc(C(F)(F)F)c2)n1 (stereo not given)	-2	-10	-1	-4	-2	5	2.0
Cc1cccc(-c2ccc([C@@H]3[C@@H](CO)N4CCCCN(S(=O)(=O)c5ccccc5C)C[C@H]34)cc2)c1	0	nt	1	-1	4	-4	-0.9
Cc1cc(C)n2nc(C(=O)OCC(=O)N3CC(C)CC(C)C3)nc2n1 (stereo not given)	4	10	0	-1	-11	4	0.2
O=c1cc(CN2CCCCCCC2)c2c(ccc3ccccc32)o1	14	-2	-9	4	1	-4	-0.1
COc1ccc(-n2ncc3c(=O)n(CC(=O)NC(C)C)cnc32)cc1	-4	5	0	-1	-1	4	nt

Bioassay records: PubChem, Broad Institute

A portion of the library; the hit share may differ from the screen's.
